Source: PubChem BioAssay
aGal spleen mod – inhibitors or activators of human alpha-galactosidase in spleen homogenate; 0.008% of 240,000 active; AID 2107; P06280; Potency, µM (highest dose often 80 µM), inactives show at the top dose activity change, negative = inhibition, most hits filed as inhibitors; human spleen homogenate, 4MU-alpha-Gal fluorescence, 40 min;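 also: 0% = enzyme with vehicle and -100% = no enzyme basal signal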
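Inhibition or activation of alpha-galactosidase in human spleen homogenate is scored by 4-MU fluorescence after 40 min at 37C, pH 5.0, with 1 mM substrate. AC50s come from concentration-response fitted to the Hill equation.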
ALDH1A1 block – ALDH1A1 (human) enzyme inhibition; P00352; Purified ALDH1A1, NADH fluorescence, propionaldehyde substrate; Potency, µM (doses to about 75.3 µM), without a hit: at the top dose activity, negative = inhibition, hits mostly inhibitors; 7.3% of 220,000 active; AID 1030; active = well fitted inhibition curve with a large enough effect, not every such curve was filed as active; inconclusive = small, poorly fitted or top-dose-only effect, or another doubt; inactive = no such curve, though single readings can be large or run the other way;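 also: plate controls were no enzyme wells and a reference inhibitor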
Target sequence (P00352 whole entry, looked up): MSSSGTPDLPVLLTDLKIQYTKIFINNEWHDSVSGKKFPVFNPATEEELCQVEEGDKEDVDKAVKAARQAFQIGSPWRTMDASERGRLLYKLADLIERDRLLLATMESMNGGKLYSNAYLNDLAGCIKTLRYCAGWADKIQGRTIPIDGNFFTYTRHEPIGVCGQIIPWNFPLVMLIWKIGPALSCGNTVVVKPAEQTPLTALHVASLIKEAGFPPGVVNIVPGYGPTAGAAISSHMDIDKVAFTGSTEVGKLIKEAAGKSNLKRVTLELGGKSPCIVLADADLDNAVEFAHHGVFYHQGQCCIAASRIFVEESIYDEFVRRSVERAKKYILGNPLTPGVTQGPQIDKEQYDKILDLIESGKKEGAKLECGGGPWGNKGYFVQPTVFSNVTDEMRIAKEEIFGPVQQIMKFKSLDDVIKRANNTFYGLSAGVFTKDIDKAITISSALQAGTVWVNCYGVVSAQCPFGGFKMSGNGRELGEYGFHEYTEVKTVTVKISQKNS
GAA glycogen mod – alters human alpha-glucosidase cleavage of glycogen; AID 2100; recombinant GAA, glycogen substrate, Amplex Red glucose oxidase fluorescence; P10253; Potency, µM (titrated, usually from 76.4 µM), inactives show at the highest dose activity change, negative = inhibition, usual class: inhibitors; 0.38% of 300,000 active;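 also: 0% = full enzyme reaction and -100% = no-enzyme basal signal; the screen sought inhibitors and activators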
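Natural-substrate format: glycogen cleavage by 4 nM human enzyme, glucose read by Amplex Red coupling (Ex 573, Em 610 nm). Normalized to enzyme and no-enzyme controls.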
GAA inh – alpha-glucosidase (human) inhibition; P10253; purified human GAA, 4-MU-alpha-glucoside fluorescence; Potency, µM (titrated, usually from 76.9 µM), inactives show top-dose activity change, negative = inhibition, actives largely listed as inhibitors; 0.005% of 200,000 active;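 also: plate controls were uninhibited enzyme wells for no effect and no-enzyme background for full effect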
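Fluorescence at Ex 365/Em 440 nm from 4-methylumbelliferone reported enzyme activity after 20 min at room temperature. Reactions used 4 nM enzyme and 400 uM substrate at pH 5.0; curves fitted with the Hill equation.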
SMN2 splice enh – increases expression of the SMN2 splice variant. HEK293 SMN2-luciferase splicing reporter, luminescence, 30-36 h. 2.8% of 210,000 active. Potency, µM (top dose mostly 46.1 µM), for the others: at the highest dose activity change, positive = activation, hits mostly activators; also: % of control where 0% means no effect; nearly all actives have a fitted effect of over 55% in size
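HEK293 cells carry an SMN2 minigene-luciferase reporter in which exon 7 inclusion puts luciferase in frame. Cells were seeded at 2000 cells/well, attached for 10-12 hours, then exposed to compounds for 30-36 hours at 37C before ONE-Glo luminescence.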
KDM4E inh – JMJD2E (human) inhibition; 1.6% of 230,000 active; B2RXH2; Potency, µM (highest dose often 57.1 µM), for the others: at the top dose activity change, negative = inhibition, hits mostly inhibitors; JMJD2E catalytic domain, FDH-coupled NADH fluorescence (FDH is formaldehyde dehydrogenase); active = well fitted inhibition curve with a large enough effect, not every such curve was filed as active; inconclusive = small, poorly fitted or top-dose-only effect, or another doubt; inactive = no such curve, though single readings can be large or run the other way;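 also: 0% = wells with enzyme and -100% = buffer wells without enzyme; nearly all actives have a fitted effect of over 50% in size; many of its hits are not listed in these tables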
Target sequence (B2RXH2 1-337 limits assumed): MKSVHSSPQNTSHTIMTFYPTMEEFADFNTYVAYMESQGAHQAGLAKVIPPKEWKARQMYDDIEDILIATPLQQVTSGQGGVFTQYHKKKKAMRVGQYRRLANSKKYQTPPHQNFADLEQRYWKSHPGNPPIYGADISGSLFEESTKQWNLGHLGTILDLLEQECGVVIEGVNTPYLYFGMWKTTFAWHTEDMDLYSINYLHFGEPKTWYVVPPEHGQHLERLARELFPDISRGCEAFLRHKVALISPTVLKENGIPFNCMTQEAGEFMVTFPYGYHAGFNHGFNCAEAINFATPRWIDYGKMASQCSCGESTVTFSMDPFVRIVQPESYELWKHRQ
GAA spleen mod – inhibits or activates alpha-glucosidase in human spleen homogenate. P10253. human spleen homogenate, 4-MU-alpha-glucoside fluorescence. Potency, µM (series often up to 79.9 µM), for inactives: top-dose activity change, negative = inhibition, most hits filed as inhibitors. 0.006% of 240,000 active. AID 2112;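 also: 0% = enzyme with vehicle and -100% = no enzyme basal signal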
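Compounds were titrated against alpha-glucosidase in spleen homogenate at pH 5.0, with 1 mM 4-methylumbelliferyl substrate for 40 min at 37 C. Reactions were quenched with pH 10 NaOH/glycine and fluorescence measured.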
RGS12 GoLoco inh – inhibitors of human Gai1-RGS12 GoLoco interaction (red fluorophore); Gai1:RGS12 GoLoco peptide FP, rhodamine, 10 min; Potency, µM (series often up to 61.6 µM), for inactives: at the top dose activity, negative = inhibition, actives largely listed as inhibitors; AID 880; 0.44% of 230,000 active; P63096; active = well fitted inhibition curve with a large enough effect, not every such curve was filed as active; inactive = no such curve, though single readings can be large or run the other way; also: % is scaled to controls: 0 for no effect and ±100 for the full control effect; nearly all actives have a fitted effect of over 30% in size; many of its hits are not listed in these tables
Numbers without * were called inactive; ? = inconclusive; / = no result given; & = joins results of further samples; [ ] = another dose, or the depositor's remark. Unless noted, calls follow the shape of the dose curve; as a rule, active = well fitted curve in the direction sought with a large enough effect; inconclusive = small, poorly fitted or top-dose-only effect, or another doubt; inactive = no such curve, though single readings can be large; an effect the other way counts as inactive or inconclusive. Potency is read from the fitted curve at half-maximal effect. Only part of the results is shown; count on the stated rates, not on these rows.

cpd	SMILES	aGal spleen mod	ALDH1A1 block	GAA glycogen mod	GAA inh	SMN2 splice enh	KDM4E inh	GAA spleen mod	RGS12 GoLoco inh
1	COCCN=C1OC(=O)N2C(=O)C3=C4C(C[C@H]5C(=O)N(CC(=O)OC)C(=O)[C@H]5[C@H]4[C@@]12Cc1ccccc1)[C@H]1C(=O)N(CC(=O)OC)C(=O)[C@H]1[C@H]3C (stereo partly specified)	1%	-6%	/	/	-3%	-2%	-11%	6%
2	CCOC(=O)C1=NOC(CNc2ncc(C(F)(F)F)cc2Cl)C1 (stereo unspecified)	1%	-15%	7%	5%	9%	-16%	-3%	12%
3	CC(=O)c1cccc(NC(=O)N2CCCC2C(=O)Nc2ccc3c(c2)OCCO3)c1 (stereo unspecified)	-2%	-8%	-2%	13%	/	22%	-4%	-3%
4	CCNC(=O)NC(=O)COC(=O)C1CSC2(C)CCC(=O)N12 (stereo unspecified)	3%	4%	3%	-2%	10%	-5%	/	12%
5	Cn1c(=O)c2cc(NC(=O)c3ccccc3Cl)c(=O)oc2n(C)c1=O	8%	12%	3%	-8%	14%	2%	0%	4%
6	Cn1c(CNc2ccccc2O)nc2ccccc21	-6%	2%	14µM*	4%[15.4 µM]	15%	?	-6%	8%
7	O=C(N/N=C\c1ccc(-c2ccccc2[N+](=O)[O-])o1)C1COc2ccccc2O1 (stereo unspecified)	-13%	?	-2%	2%	1%	-1%	-8%	0%
8	CC(C)COc1ccc(C(=O)OCCN2CCOCC2)cc1	-13%	?	-11%	-2%	/	?	-1%	-2%

Continued; it opens with the two that closed the last part.
cpd	SMILES	aGal spleen mod	ALDH1A1 block	GAA glycogen mod	GAA inh	SMN2 splice enh	KDM4E inh	GAA spleen mod	RGS12 GoLoco inh
7	O=C(N/N=C\c1ccc(-c2ccccc2[N+](=O)[O-])o1)C1COc2ccccc2O1 (stereo unspecified)	-13%	?	-2%	2%	1%	-1%	-8%	0%
8	CC(C)COc1ccc(C(=O)OCCN2CCOCC2)cc1	-13%	?	-11%	-2%	/	?	-1%	-2%
9	Nc1c(NCCCN2CCOCC2)c2ccccc2oc1=O	0%	-9%	11%	0%	28%	?	-5%	-2%
10	CC(C)c1nnc(NC(=O)CS(=O)(=O)Cc2ccccc2)s1	5%	7.9µM*	-5%	?	0%	-1%	6%	0%
11	COc1ccccc1C(=O)Nc1nnc(C)s1	3%	-3%	5%	-4%	18%	4%	3%	-10%
12	CCOC(=O)C1CCN(S(=O)(=O)c2cnc[nH]2)CC1	-7%	6%	5%	-14%	23%	-1%	-20%	1%
13	CN(C)CCCn1c(SCCN2C(=O)c3ccccc3C2=O)nc2ccccc2c1=O	-4%	20µM*	28%	10%	0%	-7%	-2%	43%[activator]
14	Nn1c(SCC(=O)Nc2ccc3c(c2)OCO3)nnc1C1CCCCC1	1%	-5%	6%	-1%	7%	7%	-1%	-8%
15	Cc1nc2ccccc2c2c1C(=O)N(C1CCCCCCC1)C2=O	3%	3%	-7%	-2%	-2%	4%	-2%	11%
16	Cc1ccnc(NC(=O)C2COc3ccccc3O2)c1 (stereo unspecified)	-1%	-1%	-4%	8%	?	7%	-4%	-6%
17	COCCCNC(=O)CS(=O)Cc1nc(-c2ccccc2C)oc1C (stereo unspecified)	-16%	-3%	-16%	-11%	-11%	5%	3%	-1%
18	CCOC(=O)c1c(-c2ccc(C)cc2)csc1NC(=O)c1cc2ccccc2oc1=O	-8%	?	2%	6%	-58%[inhibitor]	7%	-4%	11%
19	Cc1cc(C)n2nc(SCC(=O)Nc3ccc(F)cc3)nc2n1	6%	3%	-6%	?	-6%	-2%	2%	14%
20	COc1ccc(C2CN=NC2C(=O)c2ccccc2)cc1 (stereo unspecified)	3%	/	-4%	/	/	-4%	-3%	-4%
21	O=C(/C=C1\NCC2c3ccccc3CCN2C1=O)c1ccccc1 (stereo unspecified)	5%	20µM*	-4%	-7%	2.8µM*	-4%	-1%	7%
22	Cn1c(=O)n(C)c2cc(CNc3ccc(N4CCOCC4)c(C(=O)O)c3)ccc21	0%	-1%	9.9µM*	1%	-3%	?	-10%	1%
23	CNC(=O)/C(C#N)=C/c1ccc(-c2ccc(Cl)cc2)o1	-1%	5%	-7%	14%	?	2%	-13%	20%
24	Nc1nc(NC(=O)/C=C\C(=O)O)nn1-c1ccccc1	0%	0%	4%	-3%	-6%	19%	-2%	4%
25	Clc1ccc(-c2cnc3ccccc3n2)cc1	-5%	2%	6%	6%	13µM*	-14%	-13%	4%
26	O=C(Nc1nc2cc3c(cc2s1)OCCO3)c1ccc(N2C(=O)CCC2=O)cc1	6%	/	4%	/	/	?	4%	24%
27	Cc1c[nH]c(=O)n(CCCN2CCN(c3ccccc3OCC(F)(F)F)CC2)c1=O	-7%	4%	/	/	/	-8%	6%	6%
28	CCCCOC(=O)CSc1n[nH]c(=O)[nH]c1=O	4%	-5%	-3%	-6%	-17%	6%	1%	0%
29	CSc1nc(N)c(C#N)c(-c2ccc(Cl)cc2)c1C#N	3%	-4%	-1%	-1%	-6%	?	-4%	0%
30	CCOc1ccc(C2C(C#N)=C(N)N(c3sc4c(c3C#N)CCCC4)C3=C2C(=O)CCC3)cc1 (stereo unspecified)	1%	?	-20%	-11%	-8%	-14%	-7%	29%
31	Cc1cccc(NC(=O)CSc2nnc(-c3cnccn3)n2Cc2ccco2)c1	9%	-2%	-1%	12%	-14%	-2%	2%	5%
32	N#Cc1ccc(/C=C(\C(=O)C(=O)O)c2ccc3ccccc3n2)cc1	3%	/	5%	/	/	?	-1%	-2%
33	NC(=O)C1=C[C@H](c2csc3ccccc23)C[C@H](OCCCCO)O1	2%	?	-5%	/	/	?	-1%	6%
34	CCOc1ccccc1NC(=S)NCc1ccco1	0%	28µM*	17%	3%	-1%	5%	1%	4%
35	CCOC(=O)C(C(=O)N(C)C)c1ncc(C(F)(F)F)cc1Cl (stereo unspecified)	-2%	13%	4%	2%	-3%	9%	-6%	-1%
36	C/C(=N\NC(=O)C1COc2ccccc2O1)c1ccc(C)o1 (stereo unspecified)	5%	-3%	20%	-6%	-18%	-1%	8%	4%
37	Cc1cccc(CNc2cc(-c3ccc(N(C)C)cc3)ncn2)c1	?	?	/	/	-12%	?	6%	2%
38	O=C(CCn1nnc2ccccc21)N1CCC(O)(c2cccc(F)c2)CC1	-12%	-14%	-7%	-1%	23%	5%	-13%	2%
39	COc1cccc(-c2n[nH]c(=S)n2Cc2ccco2)c1OC	-10%	5%	-1%	4%	-2%	8%	-2%	3%
40	Cc1ccc(S(=O)(=O)N2CCOCC2)cc1C(=O)Nc1ccccn1	-2%	5%	0%	-3%	-2%	5%	-16%	-17%
41	O=C(Cn1c(C(=O)NCc2ccco2)cc2sccc21)c1ccccc1	-3%	?	-17%	0%	17%	-5%	-6%	20%
42	CCn1cc(C(=O)NCc2ccncc2)c(=O)c2cc(F)c(N3CCN(C(=O)c4ccco4)CC3)cc21	10%	/	6%	/	/	?	3%	-7%
43	O=C(NNC(=O)c1cccs1)c1ccc(Cl)c(Cl)c1	-4%	0%	2%	1%	?	2%	-2%	8%
44	COC(=O)c1[nH]c2ccccc2c1NC(=O)/C=C/c1ccc2c(c1)OCO2	-4%	7%	12%	-14%	-1%	-4%	-5%	3%
45	CCC1(C)Cc2c(sc3nc(NC)n(C)c(=O)c23)CO1 (stereo unspecified)	12%	?	16%	13%	-8%	0%	4%	-33%
46	Cc1ccc(C)c(N(CC(=O)Nc2cc(Cl)ccc2Oc2ccccc2)S(C)(=O)=O)c1	-2%	0%	-6%	-9%	-9%	-4%	-12%	4%
47	O=C(/C=C/c1ccc(Cl)cc1)N(Cc1ccccc1)c1ccccn1	-3%	-1%	17%	6%	-14%	-2%	0%	-6%
48	Cn1c(=O)c2c(-c3ccccc3)n(N3CCOCC3)cc2n(C)c1=O	2%	0%	13%	3%	/	-7%	-13%	/
49	C=CCN1C(=O)CN=C1Nc1ccccc1	-5%	-7%	4%	0%	3%	3%	2%	3%
50	O=C(OC1CCN(c2ccc([N+](=O)[O-])cc2)CC1)c1ccccc1	-6%	-11%	15%	3%	-24%	4%	0%	-11%
51	C=CCn1c(SCC(=O)Nc2ccc3c(c2)OCO3)nnc1-c1ccccc1O	1%	-3%	1%	3%	-10%	-13%	-5%	3%
52	CC(=O)N1CCc2cc(N=NC3=C(O)CC(C)(C)CC3=O)ccc21	-3%	?	-2%	-1%	?	-5%	1%	44%[activator]
53	O=C(Nc1ccc(Cl)c(S(=O)(=O)N2CCOCC2)c1)c1ccccc1-c1ccc(C(F)(F)F)cc1	0%	?	-7%	?	-15%	?	-6%	-8%
54	NS(=O)(=O)c1ccc(N/C=C\C(=O)c2ccc3ccccc3c2)cc1	-12%	?	0%	1%	1%	3%	-8%	18%
55	CC(=O)Nc1cc(C)c(S(C)(=O)=O)c(C)c1	7%	1%	4%	-7%	17%	1%	-4%	1%
56	C(#CC1CCCCC1)c1ccc2c(c1)COc1c3ccccc3nn1-2	7%	/	3%	/	/	-1%	1%	1%
57	Cc1nc(-n2ncc(C#N)c2N)c2c3c(sc2n1)CCC3	-2%	9%	-2%	-2%	-10%	-2%	-7%	-2%
58	O=C(N/N=C\c1ccc(Cl)cc1Cl)c1sccc1-n1cccc1	3%	-5%	4%	-2%	-28%	-1%	-6%	-11%
59	O=c1ccn([C@@H]2O[C@H](CO)[C@@H](O)[C@H]2O)c(=O)[nH]1	-15%&-5%	0%&0%	4%	-1%[15.4 µM]	-17%	-6%&5%	-4%&-5%	3%&4%
60	Nc1ncnc2c1ncn2[C@H]1C[C@H](O)[C@@H](CO)O1	-1%	5%	4%	-2%[15.4 µM]	-17%	2%	1%	8%
61	CN(C)c1cccc(/C=C(\C#N)c2ccccc2)c1	-1%	?	4%	9%	/	2%	-4%	-8%
62	COc1ccc(OC)c(CNc2ccc(F)c(Cl)c2)c1	7%	5%	-7%	-9%	-7%	-3%	2%	-10%
63	Cc1c(Nc2c3c(c(C#N)c4nc5ccccc5n24)CCC3)c(=O)n(-c2ccccc2)n1C	21%	2%	7µM*	6%	3%	?	3%	6%
64	CCCn1nnnc1SCC(=O)Nc1cccc(NC(=O)c2ccco2)c1	-13%	?	-4%	-6%	-12%	4%	-6%	-7%
